Autofluor 339: intrinsic fluorescence of library compounds, ex339/em460 – biochemical, MLSMR library, data from DPM-DC assay, artefact control, profiling panel. compound autofluorescence, ex339/em460 nm, NADH buffer; hits give high values; 1 = no-compound wells, NADH background. fluorescence fold increase at 10 µM. 5.5% of 65,000 active;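 active = at 10 µM, mean starting fluorescence two-fold or more over control wells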;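 also: signal is the first read of a kinetic run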
NADH coupling: inhibition of NAD/NADH coupling enzymes, library profiling; coupled PK/LDH NADH assays, four targets; AID 774; 0.02% of 65,000 active; IC50, µM (series often up to 10 µM), inactives show top-dose inhibition;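 active = single-dose screening hits from any of four coupled enzyme assays that gave an IC50 when retested across doses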;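 also: the DPM-DC format reads NADH fluorescence rather than 340 nm absorbance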
JNK3 blocker: blocks human JNK3 kinase activity; P53779; 0.61% of 60,000 active; inhibition, % at 8 µM; purified JNK3 kinase activity, HTS; AID 746; in the data active = inhibition above about 17%;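 also: 0% = DMSO and 100% = reference inhibitor; many of its hits are not listed in these tables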
ROCK2 blocker: ROCK2 (human) kinase inhibition. O75116. purified ROCK2, Kinase-Glo ATP depletion luminescence. inhibition, % at 6 µM. 0.35% of 60,000 active. AID 604;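 active = inhibition above the screen-wide mean inhibition plus 3 SD, cut at about 18% in these data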;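 also: plate controls were DMSO wells for no effect and Y-27632 control wells after no-enzyme background subtraction for full effect; many of its hits are not listed in these tables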
HEK293 NFkB inh: inhibitors of the PMA/ionomycin-induced NF-kB reporter in HEK293 cells; HEK-293 NF-kB luciferase reporter, luminescence; AID 465; 0.21% of 62,000 active; inhibition, % at 3 µM;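 active = inhibition above the mean of all tested compounds plus 3 SD, cut at about 40% in these data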;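 also: 0% = stimulated DMSO wells and 100% = 10 µM reference inhibitor 5653914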
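Signal: luciferase luminescence; Material: HEK-293 cells with stable firefly luciferase reporter driven by four HIV NF-kB elements; Probe or stimulus: PMA with ionomycin; Replication: tested once; Times: 1 h compound pretreatment, then 16 h stimulation at 37 °C, 5% CO2; Benchmarks: DMSO and 10 µM reference inhibitor; Evaluation: per-plate % inhibition versus controls.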
A340 absorber: compound absorbs light at 340 nm. compound absorbance at 340 nm, fold over control. fold change at 10 µM. 65,000 tested, under 10 active. AID 708;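 active = at 10 µM dose, initial 340 nm absorbance at least 2 fold that of control wells; inactive = change under 2 fold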;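 also: initial absorbance extrapolated from kinetic A340 decline of NADH oxidation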
PKA inh: inhibitors of human protein kinase A | inhibition, % at 6 µM | PKA Kemptide phosphorylation, Kinase-Glo ATP luminescence | P17612 | AID 524 | 0.1% of 65,000 active;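 active = inhibition above the screen-wide mean inhibition plus 3 SD, cut at about 21% in these data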; also: many of its hits are not listed in these tables
Ecoli tolC: blocks growth of E. coli BW25113 tolC mutant; OD615; growth inhibition, % at 10 µM (by protocol); 2.2% of 65,000 active; AID 573;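 active = growth inhibition at or above a cutoff equal to the mean over every tested compound plus 3 SD, cut at about 60% in these data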;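 also: growth measured after 20 h incubation at 37 °C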
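Test system – E. coli BW25113 ΔtolC::kan, tolC deletion mutant strain · Detection – OD at 615 nm · Buffer or medium – LB with kanamycin 50 µg/mL · Times – 20 h compound exposure of bacteria at 37 °C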
MMP-13 inhibitor: inhibitors of human MMP13; 0.07% of 65,000 active; AID 570; MMP-13 fTHP FRET cleavage, Mca fluorescence; P45452; inhibition, % at 4 µM;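 active = inhibition above the mean of compound-free control plate wells plus 3 SD, cut at about 14% in these data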;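 also: 0% = DMSO wells and 100% = wells with reference MMP-13 inhibitor after basal subtraction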
* marks the source's active call; other numbers are inactive results; nt = not tested or not shown; [ ] = dose if it differs, or a comment. Not all compounds are listed. The share of hits here may be higher or lower than overall.

SMILES	Autofluor 339	NADH coupling	JNK3 blocker	ROCK2 blocker	HEK293 NFkB inh	A340 absorber	PKA inh	Ecoli tolC	MMP-13 inhibitor
O=C1CCCN1c1cc(Cl)ccc1Cl	1.1	8%	4	5	2	1	3	6	3
CC(C)OC(=O)CSc1nnc(-c2ccc(Cl)cc2)n1N	1.1	3%	nt	nt	10	1	4	-15	1
O=C1NC(=O)C2(COC3(CCCC3)OC2)S1	1.1	5%	-8	-2	4	1	-1	-28	1
COc1cccc(C2CC(=O)Nc3c2c(=O)n(C)c(=O)n3C)c1OC (stereo unspecified)	1	4%	1	4	12	1	12	-9	-2
COC(=O)c1cc(S(=O)(=O)NC2CCN(Cc3ccccc3)CC2)cn1C	1.1	5%	-5	-1	6	1	2	-27	-1
CC(=O)Nc1sc2c(c1C(=O)N1CCOCC1)CCCCC2	1.2	0%	5	1	-6	1	6	-13	-2
CN1CCN(c2nc3c(c(=O)[nH]c(=O)n3C)n2CCSc2nc3ccccc3s2)CC1	1	2%	2	5	10	0.99	5	-15	-6
COC(=O)Cn1c(CCC(=O)O)ccc1-c1ccccc1	2.2*	0%[fluoresces]	-6	4	3	1	14	-5	-31
Cc1cc(Oc2ccccc2)nc(-c2ccccc2)n1	0.98	2%	-3	5	8	0.99	1	4	-5
COc1ccccc1NC(=O)CN(Cc1ccco1)C(=O)c1cccs1	1	7%	-5	1	18	1	-4	-1	-2
O=C(Nc1ccc(F)cc1)N(CCCN1CCOCC1)Cc1cc2cc3c(cc2[nH]c1=O)OCO3	2.7*	11%	8	0	10	1.1	4	-6	-34
CCN(CC)S(=O)(=O)c1cc(C(=O)Oc2ccccc2OC)ccc1OC	1.1	6%	5	3	-10	1	3	20	1
O=C(NCC1CCCO1)c1ccccc1-c1nc(-c2ccc(F)cc2)no1 (stereo unspecified)	1.1	4%	5	1	1	0.99	12	10	0
COCCN1C(=O)C(O)=C(C(C)=O)C1c1ccc(OC)c(OC)c1 (stereo unspecified)	0.99	5%	0	4	4	1.1	0	-31	1
CCc1c(C(=O)Nc2cc(C)ccc2OC)[nH]c(C)c1C(C)=O	1.1	1%	-4	5	10	1	7	-4	2
CCOC(=O)N1CCN(C(=O)c2cc3c(=O)n(C)c4ccccc4c3n2C)CC1	1	5%	3	4	-4	1.1	5	3	-2
CC1=CCC(C(C)(C)NC(=O)c2ccccc2)C/C1=N\O (stereo unspecified)	1	0%	0	0	9	1	2	-13	0
CCOc1nonc1C(=N)/C(C(C)=O)=C(\C)O	1.1	9%	-5	5	-9	1.1	12	-5	-1
CCOC(=O)CSc1nnc(NC(=O)c2cccc(S(=O)(=O)N3CCCCC3)c2)s1	1	5%	-2	5	16	1.1	6	1	-35
O=C(O)Cn1nc(-c2ccccc2)c2ccccc2c1=O	1	8%	3	5	6	1.1	7	-6	3
CCc1nnc(NC(=O)Nc2ccc(OC)cc2)s1	1.1	4%	nt	nt	-6	1	4	7	1
COc1ccc(NC(=O)N(C2CCCCC2)C(C)c2cccnc2)c(OC)c1 (stereo unspecified)	1.1	4%	-17	-6	17	1	-9	8	-3
COc1cccc(-c2nc(NCc3ccco3)c3ccccc3n2)c1O	1	2%	-9	-2	nt	1	-3	-4	2
CCOC(=O)c1cc(NC(=O)CSCCO)ccc1Cl	1.2	4%	-2	0	17	1.1	-6	3	1
C=CCn1c(SCC(=O)N2CC(=O)Nc3ccccc32)nc2scc(-c3cccs3)c2c1=O	1.1	8%	-6	-2	4	1	-2	26	2

No new results follow: an excerpt of the list.
SMILES	Autofluor 339	NADH coupling	JNK3 blocker	ROCK2 blocker	HEK293 NFkB inh	A340 absorber	PKA inh	Ecoli tolC	MMP-13 inhibitor
Cc1cc(Oc2ccccc2)nc(-c2ccccc2)n1	0.98	2%	-3	5	8	0.99	1	4	-5
COc1ccccc1NC(=O)CN(Cc1ccco1)C(=O)c1cccs1	1	7%	-5	1	18	1	-4	-1	-2

The results go on:
SMILES	Autofluor 339	NADH coupling	JNK3 blocker	ROCK2 blocker	HEK293 NFkB inh	A340 absorber	PKA inh	Ecoli tolC	MMP-13 inhibitor
CCOc1ccc2nc(SCC(=O)N(C)C3CCS(=O)(=O)C3)[nH]c2c1 (stereo unspecified)	1.1	11%	7	4	3	1	11	-14	-3
COc1cccc(CN2CCN(C(=O)CC(C)C)CC2)c1	1	7%	3	0	9	1.1	-3	-13	6
COc1ccc(OC)c(NC(=O)c2nnn(Cc3ccccc3C)c2N)c1	1.1	1%	nt	nt	12	1	10	18	3
COc1cc(C(=O)NCCC(=O)NC2CCCCCCC2)cc(OC)c1OC	1	4%	4	2	16	1	11	-4	1
Cc1ccc(S(=O)(=O)Nc2ccccc2F)cc1C(=O)NCCCN1CCCC1=O	1.1	3%	-3	-1	16	1	-7	-7	0
CCCCNC(=O)Cn1cnc2sc(C(=O)OCC)c(C)c2c1=O	1.1	7%	-2	-9	15	1	-1	-1	2
COc1ccccc1NC(=O)N(Cc1cc2cc(OC)c(OC)cc2[nH]c1=O)CC1CCCO1 (stereo unspecified)	2.7*	11%	-5	9	0	1.1	10	8	-38
O=C1CSC2(CCCCC2)N1CCO	1.1	5%	-8	4	5	1	-2	-1	1
COc1ccc(C2=NCC(CSc3nccc(=O)[nH]3)S2)cc1 (stereo unspecified)	1.2	6%	4	3	0	1.1	11	19	2
CCSc1nc(=S)n(CC)c(C)c1C(C)=O	1.1	6%	-3	1	14	1.1	7	6	3
CNC(=O)CN(C#N)c1nc(N(C)C)nc(N(C)C)n1	1	3%	-12	-3	1	1	-1	-15	5
O=C1C(C=NCCCN2CCCC2=O)=C(O)c2ccccc21	1.1	7%	8	5	-16	1.1	4	-19	1
O=C1NC(c2ccc3c(c2)OCO3)Nc2ccccc21 (stereo unspecified)	4.8*	9%[fluoresces]	9	6	1	0.99	8	9	-52
CCCN(c1ccc(OCC)cc1)S(=O)(=O)c1ccc2c(c1)CCN2C(=O)CCC(=O)O	1	6%	5	6	13	0.99	3	16	-1
Cc1ccc(S(=O)(=O)N(CC(=O)O)Cc2ccccc2)cc1	1.1	8%	nt	nt	-8	0.99	7	6	1
O=C(CN1C(=O)c2ccccc2C1=O)Nc1ccc2c(c1)OCO2	1.1	2%	-3	5	19	1.1	8	-2	2
COCCCNC(=O)c1ccccc1NS(=O)(=O)c1ccc(C)cc1	1.3	3%	4	-4	13	0.97	-3	-4	0
CCOC(=O)COc1nc(C)c(Br)c(OC)n1	1.1	6%	-2	0	4	1	1	-5	6
O=C(C1CCCN1S(=O)(=O)c1cccc2cccnc12)N1CCN(c2ccccc2)CC1 (stereo unspecified)	1.1	2%	3	-1	11	1	-1	8	8
c1ccc(N2CCN(c3nc4cc5c(cc4s3)OCO5)CC2)cc1	1.1	8%	4	0	-39	1.1	-4	-24	4
COc1ccccc1NC(=O)C1C2C=CC(O2)C1C(=O)O (stereo unspecified)	1.1	8%	-5	-2	6	0.98	-1	-19	1
CC(=O)Nc1ccc2c(c1)n(C)c(=O)n2C	1.1	10%	-7	4	16	1	1	-8	-7
O=C(CSc1nnc(-c2ccccn2)n1Cc1ccco1)c1ccc(-c2ccccc2)cc1	1.1	2%	-1	4	9	1.1	8	-1	2
CCOc1ccccc1N1CC(C(=O)Nc2nccs2)CC1=O (stereo unspecified)	1.1	4%	2	5	12	0.98	0	-1	2
CC(C(=O)Nc1ccc(S(=O)(=O)N2CCOCC2)cc1)N(c1ccccc1)S(C)(=O)=O (stereo unspecified)	1.1	4%	5	5	9	0.99	14	8	5
SMILES	Autofluor 339	NADH coupling	JNK3 blocker	ROCK2 blocker	HEK293 NFkB inh	A340 absorber	PKA inh	Ecoli tolC	MMP-13 inhibitor
CCCCCN=Cc1c(C)[nH]n(-c2nc3ccccc3s2)c1=O	1.1	4%	17	-22	-23	1	-5	16	-10
O=C(CCC(=O)OCC(F)(F)C(F)F)NCc1ccccc1	1	3%	-2	4	15	1	3	-11	2
CCCN(CCC)CCCNC(=O)c1cc2c(=O)n(C)c3ccccc3c2n1C	1.6	12%	4	3	23	1.1	6	3	-26
CCN(CC)CCCN1C(=O)C(O)=C(C(=O)c2cc3cccc(OC)c3o2)C1c1ccncc1 (stereo unspecified)	1.1	2%	7	4	5	1.1	2	-11	8
CCOC(=O)N1CCN(c2nc(-c3ccc(Cl)cc3)cs2)CC1	1	3%	1	-5	20	1	-9	7	1
CNC(=O)c1nnc(Cc2ccc(F)cc2)o1	1	1%	-13	-5	7	1.1	2	-10	-4
COc1ccc(Cl)cc1N1C(=O)C2CCCN2C1c1ccc(F)c(F)c1 (stereo unspecified)	1.1	2%	-1	3	7	1.1	10	8	2
COc1ccc(NC(=O)CSc2nnc(-c3ccco3)n2C)cc1	1.1	2%	-6	2	30	1.1	-1	-14	-4
O=C(Nc1ccc(N2CCCC2)cc1)c1ccc(Br)o1	0.95	3%	-13	0	-60	1	5	8	-11
CCCCN1CCc2c([nH]c3ccccc23)C1=O	1.1	3%	1	5	-9	1.1	0	4	-1
CCOC(=O)c1nn(-c2cc(C(=O)OC)cc(C(=O)OC)c2)cc1O	0.97	11%	-2	6	14	1	4	-9	2
CCOc1cccc(-c2nnc3sc(-c4ccco4)nn23)c1	1.1	2%	-2	0	nt	1	2	22	4

Given in CSV form: 5 of the compounds above
canonical_smiles,Autofluor 339,NADH coupling,JNK3 blocker,ROCK2 blocker,HEK293 NFkB inh,A340 absorber,PKA inh,Ecoli tolC,MMP-13 inhibitor
CNC(=O)c1nnc(Cc2ccc(F)cc2)o1,1,1%,-13,-5,7,1.1,2,-10,-4
COc1ccc(Cl)cc1N1C(=O)C2CCCN2C1c1ccc(F)c(F)c1 (stereo unspecified),1.1,2%,-1,3,7,1.1,10,8,2
COc1ccc(NC(=O)CSc2nnc(-c3ccco3)n2C)cc1,1.1,2%,-6,2,30,1.1,-1,-14,-4
O=C(Nc1ccc(N2CCCC2)cc1)c1ccc(Br)o1,0.95,3%,-13,0,-60,1,5,8,-11
CCCCN1CCc2c([nH]c3ccccc23)C1=O,1.1,3%,1,5,-9,1.1,0,4,-1

Individual results from above.
Value for CCOc1cccc(-c2nnc3sc(-c4ccco4)nn23)c1 in NADH coupling: 2%
Value for CCOC(=O)c1nn(-c2cc(C(=O)OC)cc(C(=O)OC)c2)cc1O in HEK293 NFkB inh: 14
Value for CCOC(=O)N1CCN(c2nc(-c3ccc(Cl)cc3)cs2)CC1 in A340 absorber: 1
Value for CCCN(CCC)CCCNC(=O)c1cc2c(=O)n(C)c3ccccc3c2n1C in ROCK2 blocker: 3
